High-throughput results deposited in PubChem BioAssay by National Center for Advancing Translational Sciences (NCATS).
Tb PGK inh = qHTS Assay to Find Inhibitors of Phosphoglycerate Kinase; Potency, µM (series often up to 57.5 µM), for the others: top-dose activity change, negative = inhibition, usual class: inhibitors; 380,000 tested, 0.043% active; PGK/GAPDH coupled, Kinase-Glo luminescence, 60 min; Phosphoglycerate kinase, glycosomal (Trypanosoma brucei brucei), P07378; note: % is set by controls: 0 for no effect and ±100 for the full control effect; nearly all actives have a fitted effect of over 60% in size
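Recombinant glycosomal PGK reaction used 1,3-bisphosphoglycerate generated in-well by GAPDH (100nM final) in 100mM TEA pH 7.6, 5mM MgCl2, 0.01% Tween-20. After 60 minutes at room temperature, ATP was read by Kinase-Glo Plus luminescence end-point.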
HP1b chromo inh = HTS for Inhibitors of HP1-beta Chromodomain Interactions with Methylated Histone Tails. Chromobox protein homolog 1 (Homo sapiens), P83916. AlphaScreen HP1-beta / biotin-H3K9me3 peptide binding. Potency, µM (top dose mostly 114 µM), for the others: top-dose activity change, negative = inhibition, actives largely listed as inhibitors. 390,000 tested, 0.56% active. AID 540317, 2011; note: nearly all actives have a fitted effect of over 70% in size; inactives centre near 23
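AlphaScreen: HP1-beta (50 nM) preformed 30 min with biotin-H3(1-18)K9me3 peptide (50 nM) in PBS pH 7.4, 0.01% Tween-20. Compound added for 30 min at RT, then streptavidin donor/nickel chelate acceptor beads (10 ug/mL) for 30 min.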
ERG-DNA inh = qHTS for Small Molecule Inhibitors of the ERG Ets/DNA interaction; Transcriptional regulator ERG (Homo sapiens), P11308; fluorescence polarization, His-ERG Ets domain / labelled DNA; Potency, µM (top dose mostly 76.9 µM), for inactives: at the top dose FP activity, negative = inhibition, usual class: inhibitors; 370,000 tested, 0.028% active; active = well fitted inhibition curve with a large enough effect in the polarisation, with a control signal flat; inconclusive = small, poorly fitted or top-dose-only effect, or effect the other way, or a change in a side signal; inactive = no such curve, though single readings can be large or run the other way; the % refers to the polarisation;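 note: polarization taken with two DNA probes labelled with fluorescein and Texas red; % of control where 0% means no effect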
Target sequence (P11308 whole entry, looked up, the tested form may be a part): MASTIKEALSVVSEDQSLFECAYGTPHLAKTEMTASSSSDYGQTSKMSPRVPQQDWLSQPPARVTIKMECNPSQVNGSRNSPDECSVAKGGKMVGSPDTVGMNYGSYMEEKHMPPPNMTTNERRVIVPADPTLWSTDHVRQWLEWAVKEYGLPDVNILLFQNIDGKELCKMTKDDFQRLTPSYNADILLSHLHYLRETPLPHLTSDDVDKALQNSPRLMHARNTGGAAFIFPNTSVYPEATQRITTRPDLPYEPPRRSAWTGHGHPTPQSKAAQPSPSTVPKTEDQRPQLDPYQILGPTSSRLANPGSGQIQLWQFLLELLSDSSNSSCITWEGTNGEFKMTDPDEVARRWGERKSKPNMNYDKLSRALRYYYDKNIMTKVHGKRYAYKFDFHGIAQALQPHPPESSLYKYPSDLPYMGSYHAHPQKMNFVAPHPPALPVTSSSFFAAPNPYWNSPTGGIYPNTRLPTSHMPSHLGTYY
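His-tagged ERG Ets domain (1 uM in the protein solution; 300mM KCl, 50mM Tris-HCl, 1mM EDTA, 1mM DTT, pH 7.5) received compound, then a probe mix of 5 nM fluorescein-DNA and 100nM Texas-615-DNA. Fluorescence polarization was read for both dyes.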
Pin1 inh = qHTS Assay to Find Inhibitors of Pin1; Peptidyl-prolyl cis-trans isomerase NIMA-interacting 1 (Homo sapiens), Q13526; Pin1 FP peptide displacement, HiFluor488, 10 min; Potency, µM (series often up to 115 µM), for the others: at the highest dose activity, negative = inhibition, most hits filed as inhibitors; 390,000 tested, 0.009% active; active = well fitted inhibition curve with a large enough effect in the polarisation, with a control signal flat, not every such curve was filed as active; inconclusive = small, poorly fitted or top-dose-only effect, or effect the other way, or a change in a side signal; inactive = no such curve, though single readings can be large or run the other way; the % refers to the polarisation; note: % is set by controls: 0 for no effect and ±100 for the full control effect
Target sequence (Q13526 whole entry, looked up): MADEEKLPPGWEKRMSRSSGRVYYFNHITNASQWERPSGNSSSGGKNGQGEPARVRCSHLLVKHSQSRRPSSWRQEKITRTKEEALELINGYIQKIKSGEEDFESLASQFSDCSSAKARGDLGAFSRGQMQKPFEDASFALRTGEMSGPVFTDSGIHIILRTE
rTrxR1 inhibitor = qHTS Assay for Inhibitors of Mammalian Selenoprotein Thioredoxin Reductase 1 (TrxR1): qHTS. Potency, µM (doses to about 114 µM), without a hit: top-dose activity change, negative = inhibition, most hits filed as inhibitors. AID 588453, 2011. recombinant rTrxR1, NADPH fluorescence consumption, selenite substrate. 390,000 tested, 1% active. Thioredoxin reductase 1, cytoplasmic (Rattus norvegicus), O89049; note: % is set by controls: 0 for no effect and ±100 for the full control effect; nearly all actives have a fitted effect of over 65% in size
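Rat TrxR1 (90 nM in the dispensed reagent) was pre-reduced with 400 uM NADPH for 5 min at room temperature, then incubated with compound for 15 min. After 400 uM selenite was added, NADPH fluorescence (Ex 340/Em 450 nm) was followed for 8 min.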
ALOX12 inh = Primary qHTS assay for inhibitors of human arachidonate 12S-lipoxygenase (ALOX12): Round 2. Polyunsaturated fatty acid lipoxygenase ALOX12 (Homo sapiens), P18054. purified 12hLO, xylenol orange hydroperoxide absorbance. Potency, µM (titrated, usually from 108 µM), inactives show at the top dose activity change, negative = inhibition, most hits filed as inhibitors. 580,000 tested, 1.1% active; note: % is set by controls: 0 for no effect and ±100 for the full control effect
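Purified human 12hLO at 150 nM in 25 mM Hepes, 0.01% Triton X-100, pH 7.0, preincubated 15 min at room temperature with compound. Reaction started with 40 uM arachidonic acid, 30 min at room temperature. Hydroperoxide measured by Fe-xylenol orange, 573/405 nm absorbance ratio.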
RGS4 inh = Inhibitors of Regulator of G Protein Signaling (RGS) 4: qHTS. Regulator of G-protein signaling 4 (Homo sapiens), P49798. 390,000 tested, 0.039% active. Transcreener GDP fluorescence polarization, RGS4-accelerated GTP hydrolysis. AID 504845, 2011. Potency, µM (series often up to 114 µM), for inactives: top-dose activity change, negative = inhibition, usual class: inhibitors; note: % is set by controls: 0 for no effect and ±100 for the full control effect; nearly all actives have a fitted effect of over 75% in size; some results filed as inactive show a strong effect at the top dose
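MLSMR compounds (23 nl, pin-transferred) preincubated 10 min at room temperature with a 500nM (2x) first reagent, then RGS4 at 900nM (2x) plus Transcreener GDP mix added; fluorescence polarization (620/688 nm) read before and after 90 min at 30 °C.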
JMJD2A Tudor = qHTS Assay for Inhibitors of JMJD2A-Tudor Domain. Lysine-specific demethylase 4A (Homo sapiens), O75164. AlphaScreen JMJD2A-Tudor / H3K4me3 peptide binding. AID 504339, 2011. 390,000 tested, 4.4% active. Potency, µM (titrated, usually from 114 µM), for inactives: at the top dose activity change, negative = inhibition, hits mostly inhibitors; note: % is set by controls: 0 for no effect and ±100 for the full control effect; nearly all actives have a fitted effect of over 50% in size
GLS inhibitor = qHTS for Inhibitors of Glutaminase (GLS); GLS enzymatic activity, qHTS titration; Potency, µM (titrated, usually from 45.5 µM), without a hit: at the highest dose activity change, negative = inhibition, usual class: inhibitors; 410,000 tested, 0.21% active; AID 624170, 2012; note: % is set by controls: 0 for no effect and ±100 for the full control effect
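hKGA; 45 mM KH2PO4 pH 8.2 + 0.02% Tween-20; cpd via pin tool; 1 mM Gln soln; GluOx/HRP/Amplex Red; RT 30 min; fluor. t0 & final.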
An asterisk follows results filed as active; i = inactive; u = inconclusive; x = no result given; & = joins results of further samples; ! = repeats disagree; [ ] = dose if it differs, or a comment. Unless noted, calls come from the whole dose curve; as a rule, active = well fitted curve in the direction sought with a large enough effect; inconclusive = small, poorly fitted or top-dose-only effect, or another doubt; inactive = no such curve, though single readings can be large; an effect the other way counts as inactive or inconclusive. Potency is the fitted concentration of half-maximal effect. These rows are one share of the data; count on the stated rates, not on these rows.

| Tb PGK inh | HP1b chromo inh | ERG-DNA inh | Pin1 inh | rTrxR1 inhibitor | ALOX12 inh | RGS4 inh | JMJD2A Tudor | GLS inhibitor | mol |
| --- | --- | --- | --- | --- | --- | --- | --- | --- | --- |
| i | u | 10% | 12% | -1% | 22% | 23% | 23% | 9% | CCOc1ccc(S(=O)(=O)N2CCCCCC2)c2ccccc12 |
| -2% | 13% | 2% | 4% | -5% | -2% | -36% | -32% | -5% | CNC(=O)c1ccc(CSc2nc3ccncc3n2Cc2ccc(C)cc2)cc1 |
| -11% | 16% | -3% | 0% | 15% | 20% | 5% | -27% | 0%&9% | NC(=O)NC(CCC(=O)O)C(=O)O (stereo unspecified) |
| -5% | u | 10% | x | u | 24µM*! | u | 45µM* | -4% | Cc1coc2c1C(=O)C(=O)c1c-2ccc2c1CCCC2(C)C |
| -2% | 9% | 3% | 0% | 12% | -9% | -6% | -32% | -8% | Cc1oc(-c2cccc(Cl)c2)nc1Cn1c(SCc2ccccc2F)nc2ccncc21 |
| -1% | 42%[activator] | -7% | 6% | 15%[57.1 µM] | -7% | -8% | -7% | -19% | Cc1cc(C)nc(/N=C(\N)Nc2ccc(S(N)(=O)=O)cc2)n1 |
| -8% | 22% | -9% | -3% | 24%[57.1 µM] | 12% | 12% | -8% | -1% | CC1(C)O[C@H]2CC(=O)OCC23[C@H]2CC[C@@]4(C)[C@H](c5ccoc5)OC(=O)[C@H]5O[C@]54[C@]2(C)C(=O)C[C@@H]13 (stereo partly specified) |
| -2% | 24% | -8% | 9% | u | u | u | -14% | 19% | CN(C)CCCN1c2ccccc2Sc2ccccc21 |
| -2% | 22% | 3% | 7% | 31% | -15% | 14% | 29% | -2% | COc1ccc(NC(=O)Cn2ccn(-c3ccc(C)c(C)c3)c(=O)c2=O)cc1Cl |
| -1% | 13% | -2% | u | u | -4% | u | -33% | 26%&3% | Nc1cc(-c2ccncc2)c[nH]c1=O |
| -7% | 36% | u | -11% | -15% | -3% | -22% | 13µM* | 84%[activator] | C[C@H]1c2cccc(O)c2C(=O)C2C(=O)C3(O)C(=O)C(C(N)=O)C(=O)[C@@H](N(C)C)[C@@H]3[C@@H](O)[C@@H]21 (stereo partly specified) |

Eight structures already listed, arranged by formula weight, ascending.
| Tb PGK inh | HP1b chromo inh | ERG-DNA inh | Pin1 inh | rTrxR1 inhibitor | ALOX12 inh | RGS4 inh | JMJD2A Tudor | GLS inhibitor | mol |
| --- | --- | --- | --- | --- | --- | --- | --- | --- | --- |
| -1% | 13% | -2% | u | u | -4% | u | -33% | 26%&3% | Nc1cc(-c2ccncc2)c[nH]c1=O |
| -2% | 24% | -8% | 9% | u | u | u | -14% | 19% | CN(C)CCCN1c2ccccc2Sc2ccccc21 |
| -5% | u | 10% | x | u | 24µM*! | u | 45µM* | -4% | Cc1coc2c1C(=O)C(=O)c1c-2ccc2c1CCCC2(C)C |
| -1% | 42%[activator] | -7% | 6% | 15%[57.1 µM] | -7% | -8% | -7% | -19% | Cc1cc(C)nc(/N=C(\N)Nc2ccc(S(N)(=O)=O)cc2)n1 |
| i | u | 10% | 12% | -1% | 22% | 23% | 23% | 9% | CCOc1ccc(S(=O)(=O)N2CCCCCC2)c2ccccc12 |
| -2% | 13% | 2% | 4% | -5% | -2% | -36% | -32% | -5% | CNC(=O)c1ccc(CSc2nc3ccncc3n2Cc2ccc(C)cc2)cc1 |
| -2% | 9% | 3% | 0% | 12% | -9% | -6% | -32% | -8% | Cc1oc(-c2cccc(Cl)c2)nc1Cn1c(SCc2ccccc2F)nc2ccncc21 |
| -8% | 22% | -9% | -3% | 24%[57.1 µM] | 12% | 12% | -8% | -1% | CC1(C)O[C@H]2CC(=O)OCC23[C@H]2CC[C@@]4(C)[C@H](c5ccoc5)OC(=O)[C@H]5O[C@]54[C@]2(C)C(=O)C[C@@H]13 (stereo partly specified) |
